Bcl-W Bim block = disrupts Bim peptide binding to human Bcl-W; 190,000 compounds, 0.02% hits; bead-based flow cytometry; inhibition, % at 10 µM; Q92843; AID 952;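 note: 0% = bound tracer without compound and 100% = peptide blocker; higher means less fluorescent Bim peptide bound to Bcl-W beads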
Target sequence (Q92843 whole entry, looked up): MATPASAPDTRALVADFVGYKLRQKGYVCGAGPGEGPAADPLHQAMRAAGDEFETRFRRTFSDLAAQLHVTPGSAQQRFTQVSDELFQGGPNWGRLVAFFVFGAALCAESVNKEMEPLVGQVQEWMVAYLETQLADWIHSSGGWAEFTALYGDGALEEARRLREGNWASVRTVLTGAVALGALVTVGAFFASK
Bim-Bfl-1 = disrupts Bim binding to human Bfl-1; inhibition, % at 10 µM; 190,000 compounds, 0.12% hits; Bead-based flow cytometry, Bim-Bfl-1 binding inhibition; AID 1008; Q16548;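 note: 0% = wells without compound plus tracer and 100% = blocker peptide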
Mcl1 Bid PPI = Mcl-1/Bid interaction inhibition; Q07820; TR-FRET Mcl-1/Bid-Dy647 peptide binding, 1536-well; inhibition, % at 21.7 µM; 220,000 compounds, 0.97% hits;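 active = compounds that cut the binding signal by more than half at the single screening dose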;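 note: His-tagged Mcl-1 with europium anti-His antibody binding Bid BH3 peptide; 0% = Mcl-1 plus peptide wells and 100% = peptide-only wells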
RGS4-Gao reg = human RGS4-Galphao interaction regulation; P09471; Multiplexed bead flow cytometry, RGS4-Galphao binding; actives lie on both sides; binding response (% of control), % at 10 µM; 220,000 compounds, 0.33% hits; in the data active = binding response below about 49% or above about 150%; inactive = in between;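 note: fluorescent Galphao activated with aluminum fluoride binding bead-coupled RGS4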
Target sequence (P09471 whole entry, looked up): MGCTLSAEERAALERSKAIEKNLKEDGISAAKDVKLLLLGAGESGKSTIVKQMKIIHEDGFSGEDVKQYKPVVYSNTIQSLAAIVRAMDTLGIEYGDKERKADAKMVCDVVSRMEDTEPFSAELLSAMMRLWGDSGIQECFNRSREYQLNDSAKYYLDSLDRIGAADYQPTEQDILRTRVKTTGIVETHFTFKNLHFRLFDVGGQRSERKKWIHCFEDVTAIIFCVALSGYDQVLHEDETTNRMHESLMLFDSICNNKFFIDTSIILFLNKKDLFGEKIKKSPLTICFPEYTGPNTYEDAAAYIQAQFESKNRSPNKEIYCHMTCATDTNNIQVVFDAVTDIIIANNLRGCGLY
Bcl-2 Bim block = human Bim-Bcl-2 interaction inhibition; Bead-based flow cytometry, Bim peptide-Bcl-2 binding; inhibition, % at 10 µM; P10415; 190,000 compounds, 0.06% hits; in the data active = inhibition above about 40%; inconclusive = no clear call, values can overlap the other calls;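 note: 0% = no compound wells with probe peptide and 100% = reference peptide inhibitor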
Target sequence (P10415 whole entry, looked up): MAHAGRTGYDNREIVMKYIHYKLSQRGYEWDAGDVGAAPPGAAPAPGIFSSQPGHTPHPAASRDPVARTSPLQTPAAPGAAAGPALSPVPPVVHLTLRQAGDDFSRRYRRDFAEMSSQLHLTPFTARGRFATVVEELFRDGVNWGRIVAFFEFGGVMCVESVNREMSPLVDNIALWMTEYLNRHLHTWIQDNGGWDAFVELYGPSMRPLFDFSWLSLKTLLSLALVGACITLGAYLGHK
RGS7-Gao reg = regulators of human RGS7-Galphao interaction | P09471 | Multiplexed bead flow cytometry, RGS7-Galphao binding; actives lie on both sides | binding response (% of control), % at 10 µM | 220,000 compounds, 0.35% hits; in the data active = binding response below about 49% or above about 150%; inconclusive = no clear call, values can overlap the other calls; inactive = in between;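 note: fluorescent Galphao held in activated GDP-AlF4 state binding bead-coupled RGS7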
RGS8-Gao reg = modulates binding of RGS8 to human Galphao | multiplexed bead flow cytometry; actives lie on both sides | AID 1423 | response (percent of control binding), % at 10 µM | 220,000 compounds, 0.34% hits | P09471; in the data active = response below about 60% or above about 140%; inactive = in between;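 note: Galphao activated as the GDP aluminium fluoride complex binding bead-coupled RGS8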
Bim-Bcl-B = disrupts Bim peptide binding to human Bcl-B. Q9HD36. bead-based flow cytometry. inhibition, % at 10 µM. 190,000 compounds, 0.073% hits;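 note: 0% = tracer peptide without compound and 100% = reference inhibitor peptide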
Target sequence (Q9HD36 whole entry, looked up): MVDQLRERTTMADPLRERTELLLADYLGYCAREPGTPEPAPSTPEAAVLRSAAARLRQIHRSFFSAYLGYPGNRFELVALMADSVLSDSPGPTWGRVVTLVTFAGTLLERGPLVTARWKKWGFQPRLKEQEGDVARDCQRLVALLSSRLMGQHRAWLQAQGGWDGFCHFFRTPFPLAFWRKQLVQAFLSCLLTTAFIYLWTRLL
Bim-Mcl-1 = inhibitors of Bim-Mcl-1 interaction, human | Q07820 | inhibition, % at 10 µM | Bead-based flow cytometry, Bim peptide-Mcl-1 binding | 190,000 compounds, 0.1% hits | AID 1009;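 note: 0% = no compound tracer wells and 100% = peptide blocker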
GSH fluor = GSH bead compound fluorescence profile; GSH beads flow cytometry, compound fluorescence 488/530 nm; stronger effect = higher value; AID 1776; fluorescence (KMESF) at 10 µM; 190,000 compounds, 0.25% hits; in the data active = fluorescence above about 89;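 note: glutathione beads carrying GST-tagged Bcl family fusion proteins plus one bare bead set; values are compound well signal with DMSO vehicle wells as background; inactives centre near 16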
Bcl-XL Bim block = human Bim-Bcl-XL interaction inhibition; 190,000 compounds, 0.04% hits; Bim peptide-Bcl-XL binding, bead flow cytometry, fluorescence; AID 1007; inhibition, % at 10 µM; Q07817
Numbers without * were called inactive; ? = inconclusive; · = not tested or not shown; [ ] = remark or other dose. Cut-off read from the data, not from the text of the source, unless noted: active = inhibition above about 40%.

mol,Bcl-W Bim block,Bim-Bfl-1,Mcl1 Bid PPI,RGS4-Gao reg,Bcl-2 Bim block,RGS7-Gao reg,RGS8-Gao reg,Bim-Bcl-B,Bim-Mcl-1,GSH fluor,Bcl-XL Bim block
CCCN(N=Nc1cccc([N+](=O)[O-])c1)c1cccc([N+](=O)[O-])c1,0,0,-4,86,-2,93,87,0,0,8,-2
CC(C)CNC(=O)c1cccc(Cn2cc(Cl)cn2)c1,1,1,15,102,0,105,99,0,0,17,0
COc1cc(C(=O)NCc2ccco2)c(Br)c(OC)c1OC,0,-5,-30,98,-6,108,99,-8,-6,54,-1
Cc1csc(NC(=O)Nc2ccc(Cl)cc2)n1,0,3,-19,99,10,100,102,-2,1,17,1
CCCc1[nH]nc2c1C(c1ccoc1)C(C#N)=C(N)O2 (stereo not drawn),-3,-2,-19,96,-2,95,91,-11,-1,22,-7
CCCCCCC(=O)N(O)C1CC(=O)N(Cc2ccccc2)C1=O (stereo not drawn),0,-15,23,102,-6,100,102,-6,0,52,-3
O=C1NC(=O)C(CC(=O)N(Cc2cccs2)C2(C(=O)NC3CCCC3)CCCCC2)N1 (stereo not drawn),-5,-2,1,78,-5,82,71,-7,-6,22,-8
COc1ccc(NS(=O)(=O)c2ccc(Oc3cccc(C(=O)O)c3)cc2)cc1,3,-5,-9,97,0,99,97,0,0,21,0
COC(=O)CCCNC(=O)c1ccccn1,-3,-5,-5,120,0,231*[activator],93,-4,-5,7,-5
CCCc1nnc(NC(=O)CCC(=O)N2CCN(C3c4ccccc4-c4ccccc43)CC2)s1,-5,-9,5,99,-5,99,101,-11,-5,20,-9
Cn1c(=O)n(-c2ccccc2)c(=O)c2c3c(sc21)COC(C)(C)C3,-2,1,-12,103,-1,100,103,0,0,21,-1
O=C(Nc1ccccc1)C1=C(c2ccccc2)S(=O)(=O)CCS1(=O)=O,-3,-10,2,97,-3,94,94,-1,-4,11,-3
CC(C)c1cc(C(F)(F)F)n2nc(C(=O)Nc3ccc4c(c3)OCO4)cc2n1,-3,-4,-11,102,-1,102,104,-4,-3,24,-4
Cc1ccc(Cl)cc1N1CCN(C(=O)CN2C(=O)c3cccc4cccc2c34)CC1,-3,0,-11,98,-5,98,106,-3,-4,17,-3
Cc1cc(/C=C2/C(=N)N3C(=NC2=O)SN=C3S(C)(=O)=O)c(C)n1-c1ccc(F)cc1,0,-6,-17,105,-1,107,105,-6,2,9,-3
CC1CCCN(C(=S)SCC(=O)O)C1 (stereo not drawn),-2,-1,-47,104,-4,101,107,-3,-2,14,-4
C#CCNC(=O)C1=C[C@H](c2csc3ccccc23)C[C@H](OCCCCO)O1,-2,-2,-4,100,-6,100,98,-8,-3,21,-3
O=CN1CCN(C(=O)c2ccc(-c3nc4ccccc4s3)s2)CC1,-3,-6,-16,102,-3,101,100,-3,-2,13,0
Cn1c(=NC(=O)c2cccc([N+](=O)[O-])c2)sc2ccccc21,-2,-4,-2,98,-1,100,100,-5,0,12,0
CC(C)Cn1cnc2sc3c(c2c1=N)CCCC3,0,-1,3,129,0,125,120,5,16,39,-19
Cn1cccc1C(=O)Nc1nc(-c2ccccn2)cs1,1,0,-85,92,0,99,96,0,3,28,0
COc1ccc(C(=O)Nc2nc(-c3ccc(OC)cc3)c(-c3ccc([N+](=O)[O-])cc3)s2)cc1,2,-15,2,103,-10,102,102,-15,0,25,-3
COc1ccc(CC(=O)Nc2nnc(SCc3ccccc3)s2)cc1S(=O)(=O)N1CCOCC1,-1,-8,-1,103,-6,103,101,-5,-4,10,-6
CC(=O)NC(Cc1cnc[nH]1)C(=O)O (stereo not drawn),1,-14,-4,103,-14,100,103,-7,0,15,-5
CCN1C(=Nc2ccc(Cl)cc2)SC/C1=C\C(=O)OC,-1,-10,-10,99,-9,106,101,-7,0,11,-2
CCCCC(=O)Nc1ccc2c(c1)nc(CCN1CCOCC1)n2C,-2,0,0,98,-3,100,102,-7,-4,13,0
O=c1c2ccccc2c(-c2ccccc2)nn1Cc1c(Cl)cccc1Cl,-2,-16,6,103,-9,95,99,-12,0,11,-7
O=C(Cn1cc2c(n1)CCCC2)NCCCN1CCN(Cc2ccccc2)CC1,0,-11,-27,105,-6,104,103,-8,-1,26,-4
Cc1cccc(C)c1OCC(O)CNS(=O)(=O)c1ccccc1C(=O)N1CCOCC1 (stereo not drawn),1,-13,8,101,-4,96,99,-7,0,28,-5
CCOc1cc(C2NN=C(c3ccc(C)cc3)S2)ccc1O (stereo not drawn),13,12,-48,94,11,97,85,4,15,14,17
Cc1cccc2c(=O)c(C(=O)NCCCN3CCOCC3)c[nH]c12,-3,-1,-8,98,-4,102,99,-4,-3,14,-5
COc1ccc(-n2cc(CN(C)C(C)c3ccncn3)c(-c3cccc(F)c3)n2)cc1 (stereo not drawn),-5,-7,-18,111,-5,104,102,-9,-3,14,-6

Overlap with the part before: two entries, followed by the next part.
mol,Bcl-W Bim block,Bim-Bfl-1,Mcl1 Bid PPI,RGS4-Gao reg,Bcl-2 Bim block,RGS7-Gao reg,RGS8-Gao reg,Bim-Bcl-B,Bim-Mcl-1,GSH fluor,Bcl-XL Bim block
Cc1cccc2c(=O)c(C(=O)NCCCN3CCOCC3)c[nH]c12,-3,-1,-8,98,-4,102,99,-4,-3,14,-5
COc1ccc(-n2cc(CN(C)C(C)c3ccncn3)c(-c3cccc(F)c3)n2)cc1 (stereo not drawn),-5,-7,-18,111,-5,104,102,-9,-3,14,-6
O=c1c2ccccc2ncn1CCCSc1ccccc1,-4,-5,-20,98,-5,100,100,-3,-3,21,-2
O=C(Nc1cc(C(F)(F)F)ccc1N1CCOCC1)c1ccc[n+]([O-])c1,0,1,-41,101,-2,97,96,0,-1,74,0
C=CCNC(=O)CC(=O)N/N=C/c1ccc(C(=O)OC)cc1,-1,-10,18,100,-10,98,101,-6,-3,28,0
CCOC(=O)NC(O)C(=O)c1ccc(F)cc1 (stereo not drawn),-2,-3,2,97,0,94,97,-6,2,25,-2
Cn1c(=O)c2cc(S(=O)(=O)NCCC(=O)N3CC=C(c4ccccc4)CC3)ccc2n(C)c1=O,1,1,-8,100,-1,102,98,-1,2,17,1
COC(=O)c1cccnc1-n1c(=O)c2cccnc2n(Cc2ccc(Cl)cc2)c1=O,-1,-15,-3,101,-9,99,103,-9,-2,34,-4
CCOc1ccc(C2=[N+]([O-])C(C)(C)N(O)C2(C)C)cc1,-3,-6,-15,101,-5,101,108,-8,-4,23,-5
COc1ccc(/C=N/N=C2/NC(=O)C(CC(=O)NC(C)C)S2)cc1 (stereo not drawn),0,-2,-1,97,2,97,100,1,3,13,0
CCOC(=O)c1ccc(NC2OC(=O)c3ccccc32)cc1 (stereo not drawn),-1,1,-13,·,3,·,·,0,0,17,0
Cc1[nH]c2ccccc2c1/C=N/NC(=O)c1cccc(S(=O)(=O)Nc2ccccc2Cl)c1,-6,-6,-11,136,-8,130,105,-9,-7,12,-8
NC(=O)c1ccc(NC(=O)Cn2c(=O)n(-c3ccccc3)c(=O)c3oc4ccccc4c32)cc1,-1,-5,2,97,-1,106,98,-6,-1,19,-1
Cc1ccc(NC(=O)CCC(=O)n2nc(C)cc2C)c(C)c1,7,-6,-12,103,-1,102,103,-6,1,5,-4
O=C(O)Cn1cc(C(=S)N2CCOCC2)c2ccccc21,2,-3,-10,101,-4,107,100,-12,0,12,-2
O=c1[nH]c2ccccc2n1CCCSCCCn1c(=O)[nH]c2ccccc21,-4,-13,-2,94,-18,91,94,-4,-2,18,-10
O=C(Nc1cccc(Cl)c1)C1CCCN(S(=O)(=O)c2cnc[nH]2)C1 (stereo not drawn),-2,-6,-20,99,-3,99,100,-5,-3,15,-4
N#Cc1ccccc1Sc1ccccc1C(=O)OCC(=O)NC12CC3CC(CC(C3)C1)C2,0,0,-19,94,-1,95,100,-6,-2,7,-2
O=S(=O)(NC1CCCC1)c1ccc(S(=O)(=O)N2CCc3ccccc32)cc1,-2,-8,0,97,1,95,96,0,3,20,-5
Cc1cc(C)n(-c2ccc(C(=O)Nc3ccc(N4CCOCC4)cc3)cc2)n1,-6,-21,-33,101,-16,102,104,-10,-9,28,-16
CCn1c(Sc2ccc(N)cc2Cl)nc2ccccc21,-1,0,-19,97,-2,101,98,2,-6,17,-3
Cc1cc(N)ccc1NC(=O)c1ccccc1,-1,-2,-48,106,0,106,104,-2,0,21,-2
CCO[C@H]1OC(C(=O)N2CCN(Cc3ccc4c(c3)OCO4)CC2)=C[C@@H](c2ccccc2)[C@@H]1CCCO,-1,-7,-1,98,-2,97,97,-1,-2,19,0
CCOc1ccc(C(=O)NN2C(=O)C3C4C=CC(O4)C3C2=O)cc1 (stereo not drawn),-1,-3,-12,96,-2,93,100,0,-2,18,-3
O=C(O)c1ccc(CSc2nnc(-c3ccncc3)n2-c2ccc(Br)cc2)cc1,2,-3,-28,101,0,116,97,1,1,22,-1
COc1cc2c(cc1NC(=O)CSc1nnc(Cc3cccs3)n1C)oc1ccccc12,0,-9,-4,315*[activator],-5,248*[activator],128,-12,-1,45,-13
COC(=O)CSc1nnc(CNC(=O)c2ccc(OC)cc2OC)n1C,0,0,-33,100,0,96,98,1,6,14,0
CC(C)(C)CC(=O)O/N=C(\N)c1ccncc1,0,-5,82*,101,-8,?,102,-4,-5,17,-6
COCc1[nH]nc2c1C(c1ccsc1)C(C#N)=C(N)O2 (stereo not drawn),0,0,-111,97,-1,95,98,-2,0,11,-6
CCOC(=O)/C=C(/C)N1N=C(c2ccc(OC)cc2)CC1c1cccc([N+](=O)[O-])c1 (stereo not drawn),-4,-11,-15,105,-6,98,100,-8,-5,9,-6
CS(=O)(=O)N(CC(=O)NCCSCc1ccco1)c1ccc2c(c1)OCO2,-5,-3,-35,100,0,96,101,-6,-1,13,-6
O=C(Nc1ncc(Br)s1)C(Cc1ccccc1)n1cccc1 (stereo not drawn),9,4,-17,97,3,99,96,4,3,24,4
CCC(Cc1ccccc1)NC(=O)Cn1ncc2ccsc2c1=O (stereo not drawn),-1,-3,3,101,-4,102,101,-3,-7,8,0
COc1ccc(NC(=O)N2CCN(c3ccc([N+](=O)[O-])cc3)CC2)cc1OC,-3,-3,-14,97,-1,?,100,-5,-1,16,-6
NC(=O)CC1NC(=O)c2ccccc21 (stereo not drawn),-1,-6,-6,103,-4,102,102,-2,0,43,-1
O=C(N/N=C1\CCCc2ccccc21)c1ccc([N+](=O)[O-])cc1Cl,1,0,4,107,-2,99,100,0,-1,12,-1
COC(=O)/C=C/c1cnc2ccccc2c1,0,-2,-9,102,-1,102,99,0,-1,14,0
Cc1onc(-c2c(F)cccc2Cl)c1C(=O)Nc1nc2ccccc2[nH]1,-1,-14,-63,100,-9,98,100,-9,-1,27,-9
Cc1ccc(C(=O)Nc2cc3c(cc2Cl)OCCCO3)cc1,-3,-2,-16,94,-3,90,97,-5,-2,8,-2
Cc1cc(C)c2c(=O)[nH]c(SCC(=O)NCCc3ccccc3)nc2n1,-2,-2,3,97,-3,98,103,-5,-3,19,-5
